RTF Ca sens inh: cardiac RTF calcium sensitivity inhibitors, primary screen, biochemical, IANBD-TnC fluorescence, EC70 calcium; IANBD-labeled cardiac RTF, Ca2+ fluorescence; inhibition, % at 7.15 µM; 340,000 tested, 0.12% active; AID 493244, 2011;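 active = inhibition above the mean inhibition of all tested compounds plus 3 SD, cut at about 17% in these data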;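 note: assay run at fixed EC70 calcium of 1.6 mM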
V-ATPase pH: regulators of yeast V-ATPase proton pumping, primary screen, pHLuorin cytosolic pH fluorescence; S. cerevisiae; response, % at 10 µM; 350,000 tested, 0.37% active; AID 504577, 2011; in the data active = response mostly above about 7.3%, no sharp cut-off; inactive = mostly below about 5.4%; note: actives read high; inactives centre near 0; some compounds called inactive have numbers as strong as hits; reference of the scale not given here
MOR-DOR inv ag: inverse agonists of MOR-DOR heterodimerization, primary screen, cell-based, luminescence. Mu-type opioid receptor (Homo sapiens) + Delta-type opioid receptor (Homo sapiens), …. cell-based MOR-DOR heterodimer luminescence, inverse agonism. inhibition, % at 9.3 µM. 340,000 tested, 0.21% active. AID 504357, 2011; in the data active = inhibition above about 22%, passing the limit was not always enough;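 note: 0% = cells with DMSO and 100% = wells without cells with DMSO; values of inactives mirror those of a sister screen read the other way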
Arr AP2 block: inhibitors of beta-arrestin/AP2 binding, primary screen, biochemical, GPCR trafficking, flow cytometry; beta-arrestin 1 C-terminal peptide binding to AP2 beta2-adaptin appendage (human); FITC-arrestin peptide / GST-AP2 beads; AP2 beta2 appendage carries R879A mutation; inhibition, % at 10 µM; 340,000 tested, 0.31% active;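 active = inhibition above a set limit, near 3 SD of compounds lacking own fluorescence, cut at about 54% in these data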;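 note: plate controls were DMSO wells for no effect and 5 µM unlabelled arrestin peptide for full effect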
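System: GST-AP2 R879A bound to glutathione beads, E. coli-expressed. Also added: 50 nM FITC-arrestin peptide. Schedule: compound with beads 12 min RT, then probe 1 h RT. Signal: bead flow cytometry, FITC channel. Read-out basis: percent response.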
Wnt act: Wnt/beta-catenin pathway activators, primary screen, cell-based, plate reader, single point; Wnt/beta-catenin reporter cell assay, activator; activation, % at 9.35 µM; 300,000 tested, 1.2% active; AID 743398, 2014; in the data active = activation above about 30%, passing the limit was not always enough;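 note: 0% = neutral control wells and 100% = positive control wells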
Pemphigus Ab inh: inhibitors of pemphigus antibody binding to DSG3, primary screen, biochemical, bead-based, flow cytometry, scFv-GFP. Desmoglein-3 (Homo sapiens), P32926. DSG3-coupled beads, scFv-anti-DSG3-GFP binding; hits give low values. binding (percent of control), % at 10 µM. 310,000 tested, 0.48% active. AID 588358, 2011;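 active = binding more than 3 SD below its plate's average and above zero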;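 note: hits lower antibody fragment binding to DSG3; some compounds called inactive have numbers as strong as hits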
C-LANA FP: inhibitors of KSHV C-LANA binding to DNA, primary screen, biochemical, fluorescence polarization, FAM-LBS DNA, MBP-C-LANA, single point; Kaposi's sarcoma herpesvirus LANA C-terminal domain (residues 932-1162) DNA binding; inhibition, % at 9 µM; 340,000 tested, 0.078% active;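 active = highest replicate inhibition at or above 60% at 9 µM, even if other replicates fall short; inactive = all replicates below 60% inhibition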;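 note: 0% = neutral control wells and 100% = 4 µM acridine orange control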
OPRM1-OPRD1 ag: agonists of OPRM1-OPRD1 heterodimerization, primary screen, cell-based, luminescence | 340,000 tested, 0.3% active | Mu-type opioid receptor (Homo sapiens) + Delta-type opioid receptor (Homo sapiens), … | activation, % at 9.3 µM | AID 504326, 2011 | cells; in the data active = activation above about 18%;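 note: 0% = vehicle-treated cells and 100% = reference agonist; values of inactives mirror those of a sister screen read the other way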
cardiac RTF act: cardiac RTF calcium sensitivity activators, primary screen, biochemical, IANBD-TnC fluorescence, EC20 calcium; activation, % at 7.2 µM; IANBD-labeled TnC RTF fluorescence at EC20 calcium; 0% EC20 calcium, 100% full calcium; 340,000 tested, 0.24% active; Troponin I, cardiac muscle (Homo sapiens) + Troponin T, cardiac muscle (Homo sapiens) + …;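 active = activation above the mean over all tested compounds plus 3 SD, cut at about 30% in these data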;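 note: rise in fluorescence read as greater calcium sensitivity of cardiac thin filaments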
Keap1 Nrf2 FP: Keap1-Nrf2 protein-protein interaction inhibitors, primary screen, biochemical, fluorescence polarization, single point; Keap1 Kelch-Nrf2 peptide fluorescence polarization, 1536-well; inhibition, % at 9.4 µM; Kelch-like ECH-associated protein 1 (Homo sapiens), Q14145; 340,000 tested, 0.15% active; in the data active = inhibition above about 12%;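 note: human Keap1 Kelch domain with fluorescein labeled Nrf2 9mer peptide probe; 0% = neutral control wells and 100% = peptide positive control; higher means more block of Keap1 binding to Nrf2 peptide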
Target sequence (Q14145 whole entry, looked up, the tested form may be a part): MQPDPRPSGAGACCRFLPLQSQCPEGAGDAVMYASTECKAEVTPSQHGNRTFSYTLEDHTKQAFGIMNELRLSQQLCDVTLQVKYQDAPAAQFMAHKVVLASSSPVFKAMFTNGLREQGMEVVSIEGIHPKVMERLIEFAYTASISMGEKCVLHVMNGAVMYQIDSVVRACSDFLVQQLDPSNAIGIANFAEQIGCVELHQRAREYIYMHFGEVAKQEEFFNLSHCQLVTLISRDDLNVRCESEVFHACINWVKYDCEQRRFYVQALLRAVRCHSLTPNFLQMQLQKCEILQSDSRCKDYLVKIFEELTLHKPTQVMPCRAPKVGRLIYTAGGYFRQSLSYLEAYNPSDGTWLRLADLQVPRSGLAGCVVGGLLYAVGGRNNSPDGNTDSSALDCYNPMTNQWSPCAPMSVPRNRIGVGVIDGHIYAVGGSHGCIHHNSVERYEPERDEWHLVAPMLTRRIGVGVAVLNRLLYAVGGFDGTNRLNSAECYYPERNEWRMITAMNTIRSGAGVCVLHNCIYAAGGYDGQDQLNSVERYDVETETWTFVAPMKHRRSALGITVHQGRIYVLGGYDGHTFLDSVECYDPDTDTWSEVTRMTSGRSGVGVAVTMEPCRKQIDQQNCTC
* hit, by the source's call; nt = no result given.

Below each SMILES – OPRM1-OPRD1 ag | cardiac RTF act | Pemphigus Ab inh | C-LANA FP | Keap1 Nrf2 FP | MOR-DOR inv ag | RTF Ca sens inh | Wnt act | V-ATPase pH | Arr AP2 block
Cc1c(C(c2ccc(N(C)C)cc2)c2c(C)n(C)n(-c3ccccc3)c2=O)c(=O)n(-c2ccccc2)n1C
  -1.5 | -1.9 | 98.3 | -1.2 | -1.2 | 11.0 | 8.4 | -4.7 | -1.4 | 17.1
O=C(c1cccs1)N1CCCC(c2nc3c(nnn3Cc3cccc(Cl)c3)c(=O)[nH]2)C1 (centres undefined)
  -1.1 | 6.1 | 93.6 | 0.4 | -1.0 | 7.7 | -1.1 | -1.9 | -0.8 | 11.9
COc1ccc(-c2noc(N3CCC(C(=O)Nc4cc(OC)ccc4OC)CC3)n2)cc1
  1.3 | -2.7 | 90.1 | -2.6 | -1.7 | -7.5 | -5.4 | 0.1 | -1.6 | -2.3
COc1ccccc1C(=O)NC(=O)COC(=O)Cc1ccccc1[N+](=O)[O-]
  -4.0 | -1.6 | 100.6 | -0.7 | -0.7 | 20.7 | -10.4 | -0.9 | 4.3 | -10.4
O=[N+]([O-])c1ccc(S(=O)(=O)NNC(=S)NCCc2ccccc2)cc1
  0.3 | -0.6 | 102.3 | 0.1 | -3.3 | -1.9 | 5.8 | 1.7 | -2.0 | -3.5
Cc1cc(-c2ccc(C)c(S(=O)(=O)NCCCN(Cc3ccccc3)C(C)C)c2)on1
  -0.7 | -11.6 | 106.8 | 0.6 | -2.2 | 3.8 | 0.1 | -0.2 | -1.2 | -1.2
Cc1cc(N2CCCCC2)nc2c(C)cccc12
  1.8 | -1.8 | 102.0 | -0.4 | 1.3 | -9.4 | -8.8 | 0.0 | -2.9 | 0.1
Cc1cc(NC(=O)CCC(=O)N(CC(=O)NCC2CCCO2)c2ccc3c(c2)OCCO3)no1 (centres undefined)
  -2.0 | 3.2 | 98.9 | 0.3 | -0.4 | 10.8 | 1.0 | nt | -1.8 | 9.5
O=C(N/N=C\c1cn(-c2ccccc2)nc1-c1ccccc1)c1ccc(Br)o1
  -2.2 | -3.5 | 101.2 | 1.6 | -0.2 | 11.0 | -3.2 | -1.9 | 0.2 | 27.7
O=C(Cc1cccs1)OCC(=O)c1ccco1
  -2.2 | 2.4 | 98.9 | 12.6 | -0.2 | 12.3 | -10.8 | -2.5 | -2.4 | 5.9
O=C1NCCCCC1NS(=O)(=O)c1ccc(F)c(F)c1 (centres undefined)
  -3.4 | -0.7 | 110.3 | -2.3 | -0.8 | 17.1 | -5.3 | -2.3 | 0.0 | 6.1
O=C(COc1ccc(Cl)cc1)N1CCCC1
  -1.7 | -3.9 | nt | -0.1 | 3.9 | 10.2 | -16.3 | 1.0 | -1.8 | 27.1
CSCCCNC(=O)c1ccc(OC2CCN(CCc3ccccc3)CC2)cc1
  21.8* | -2.8 | 98.3 | -0.3 | -2.6 | -109.7 | -3.5 | 14.4 | 7.7 | 19.2
O=C(CCC(=O)CCN1CCCCC1)CCN1CCCCC1
  -1.2 | -3.5 | 107.8 | -4.6 | -8.7 | 7.8 | -18.4 | -1.5 | -4.4 | 1.5
COc1ccc(S(=O)(=O)N(C)CC(=O)Nc2ccc3c(c2)OCO3)cc1
  -0.7 | -0.1 | 100.1 | -0.1 | -3.8 | 4.1 | 2.4 | nt | 0.5 | 8.1

Further records follow.
Below each SMILES – OPRM1-OPRD1 ag | cardiac RTF act | Pemphigus Ab inh | C-LANA FP | Keap1 Nrf2 FP | MOR-DOR inv ag | RTF Ca sens inh | Wnt act | V-ATPase pH | Arr AP2 block
Cc1cc(OCC(=O)NNC(=S)NCC2CCCO2)cc(C)c1Cl (centres undefined)
  -2.3 | -5.3 | 108.9 | -0.8 | 0.4 | 9.5 | -3.8 | 5.4 | -0.4 | -6.7
COc1cccc(C(=O)N[C@@H](CCSC)c2nc3ccccc3[nH]2)c1
  -1.7 | 0.3 | 97.5 | -0.2 | 5.8 | 8.6 | 0.1 | -0.2 | 0.4 | -7.1
CNC(=S)NCc1ccc(OC)cc1
  -0.2 | 0.7 | 104.0 | 0.5 | -0.4 | 1.2 | -13.1 | nt | -2.5 | 14.6
CC(c1ccccc1)N1CC(C(=O)N2CCN(c3ccccc3)CC2)CC1=O (centres undefined)
  -2.5 | -3.3 | 107.9 | -0.9 | -2.5 | 14.2 | -8.2 | -1.5 | -1.7 | 9.1
CCN(CC)C(=O)CN1CCN(c2ncccn2)CC1
  -2.3 | -1.0 | nt | -1.4 | -2.0 | 10.5 | -8.7 | 0.0 | 1.1 | -12.1
Clc1ccc(CNCC2CCCO2)cc1 (centres undefined)
  0.7 | -3.5 | 96.8 | 2.1 | -1.6 | -3.5 | -3.6 | 0.8 | 0.5 | 8.1
COc1ccccc1C(C)NCC(=O)NC(=O)NCc1ccco1 (centres undefined)
  -1.1 | -3.8 | 59.9 | -1.6 | -1.0 | 7.6 | -6.9 | 1.6 | -2.3 | -2.2
CCOC(=O)Cc1csc(NC(=S)NC(=O)c2ccc([N+](=O)[O-])cc2)n1
  2.9 | -3.0 | 106.4 | -0.3 | 1.7 | -14.9 | -3.2 | nt | -0.1 | -10.8
CNC(=O)c1ccc(Oc2ccc(C(=O)NC)cc2)cc1
  -3.3 | -1.0 | 92.4 | -0.8 | 2.2 | 16.8 | -1.6 | -0.1 | 1.8 | 4.9
COc1ccc(-c2nn(CCC#N)cc2C(=O)Nc2cccc(C(=O)O)c2)cc1[N+](=O)[O-]
  -3.5 | -7.8 | 96.4 | -0.4 | 2.6 | 18.6 | 6.0 | -1.5 | 2.0 | -9.2
Cc1cccc(NC(=O)CN2CCN(C(=O)CN3C(=O)NC4(CC(C)CC(C)(C)C4)C3=O)CC2)c1C (centres undefined)
  3.2 | 3.4 | 106.5 | -2.4 | -8.2 | -12.7 | -2.8 | 0.7 | 4.8 | -10.9
COCCCNC(=O)/C(C#N)=C/c1c(N2CCN(c3ccccc3)CC2)nc2c(C)cccn2c1=O
  -2.2 | 0.3 | nt | 4.3 | -4.5 | 10.2 | -9.9 | 1.6 | 2.6 | -14.8
COc1cc(N2CCCC2)c(OC)cc1/C=C1/NC(=S)NC1=O
  -0.6 | 78.9* | nt | -2.6 | -3.9 | 3.1 | -82.5 | -3.7 | -3.2 | -0.7
O=C(COC(=O)c1cccc(F)c1)NC(=O)NC1CCCC1
  2.2 | -3.7 | 97.5 | -0.8 | -0.1 | -11.8 | 3.5 | 3.0 | -3.8 | -5.8
Cc1ccccc1NC(=O)C1CCCN(S(=O)(=O)c2ccc3c(c2)C(C)(C)C(=O)N3C)C1 (centres undefined)
  -1.5 | -0.1 | 95.1 | -0.1 | 2.6 | 8.7 | -9.8 | -1.5 | -1.3 | -1.8

Reprinted from the part before: three entries, then new ones.
Below each SMILES – OPRM1-OPRD1 ag | cardiac RTF act | Pemphigus Ab inh | C-LANA FP | Keap1 Nrf2 FP | MOR-DOR inv ag | RTF Ca sens inh | Wnt act | V-ATPase pH | Arr AP2 block
COc1cc(N2CCCC2)c(OC)cc1/C=C1/NC(=S)NC1=O
  -0.6 | 78.9* | nt | -2.6 | -3.9 | 3.1 | -82.5 | -3.7 | -3.2 | -0.7
O=C(COC(=O)c1cccc(F)c1)NC(=O)NC1CCCC1
  2.2 | -3.7 | 97.5 | -0.8 | -0.1 | -11.8 | 3.5 | 3.0 | -3.8 | -5.8
Cc1ccccc1NC(=O)C1CCCN(S(=O)(=O)c2ccc3c(c2)C(C)(C)C(=O)N3C)C1 (centres undefined)
  -1.5 | -0.1 | 95.1 | -0.1 | 2.6 | 8.7 | -9.8 | -1.5 | -1.3 | -1.8
CC(=O)Nc1ccc(S(=O)(=O)NCCC(=O)Nc2cccc(Cl)c2)cc1
  -1.0 | -1.0 | nt | -1.0 | -0.6 | 6.3 | -7.9 | 3.3 | -0.1 | 11.5
O=C(NCCc1ccc2c(c1)OCCO2)c1cc2ccccc2o1
  -0.7 | 2.4 | 100.0 | -1.4 | 2.0 | 3.4 | 2.0 | -0.4 | 0.8 | 8.4
O=C(COC(=O)c1cccc(S(=O)(=O)N2CCOCC2)c1)Nc1nc(-c2ccccc2Cl)cs1
  1.1 | 1.2 | 99.9 | -0.8 | -3.6 | -6.0 | 1.7 | nt | 2.2 | -1.7
COc1ccc(C(=O)c2sc3nc(-c4ccc(OC)cc4)ccc3c2N)cc1
  13.2 | 3.8 | 26.3* | -0.1 | -6.5 | -61.5 | 7.1 | 8.9 | -5.7 | 46.3
Cc1occc1C(=O)N(C)Cc1nc(-c2ccccc2)no1
  -0.6 | -6.1 | nt | 1.7 | 1.7 | 4.5 | 4.0 | -0.5 | -1.9 | -1.0
CCOC(=O)/C=C1\SCC(=O)N1Cc1nnc(-c2ccccc2Br)o1
  -4.4 | -2.0 | 110.0 | 1.6 | -1.7 | 18.5 | -20.4 | -2.6 | -3.5 | 3.7
CC(NCc1ccc(S(N)(=O)=O)cc1)C(=O)Nc1cccc(Cl)c1 (centres undefined)
  -1.2 | 5.7 | 89.9 | 0.4 | 0.1 | 6.2 | -0.5 | -2.5 | -2.5 | 2.1
C[C@]1(O)CC(=O)C=C[C@H]1Nc1ccccc1
  -0.6 | 6.7 | 107.5 | -0.1 | -5.6 | 3.0 | -6.7 | 0.7 | 2.3 | -1.4
C=CC(=O)Nc1cccc(N(C)c2ccnc(Nc3ccc(N4CCN(C)CC4)cc3)n2)c1
  4.8 | 1.1 | 105.5 | -12.4 | -8.7 | -26.3 | -18.9 | nt | -3.8 | 27.9
COCCN1CCN(C(=O)C2CCC(=O)N(Cc3ccccc3F)C2)CC1 (centres undefined)
  -2.3 | -1.3 | nt | 1.1 | -2.7 | 12.3 | -13.1 | -0.4 | -1.3 | -6.6
NNC(=O)c1cc2sccc2s1
  0.6 | -1.7 | nt | -0.4 | 0.9 | -2.8 | -0.4 | -2.7 | -0.3 | 33.0
CC(C)(C)NC(=O)C(c1ccc(-c2ccccc2)cc1)N(C[C@H]1CC[C@@H]([C@@H]2CC[C@H](CO)O2)O1)C(=O)c1cccc(Cl)c1 (some centres undefined)
  -0.6 | -2.5 | 95.0 | -1.9 | 0.2 | 2.9 | -4.0 | -2.6 | 1.2 | 5.3
Cc1ccn2cc(-c3cccc(NC(=O)c4cccs4)c3)nc2c1
  1.2 | 6.6 | 106.3 | 4.2 | -0.7 | -6.3 | 5.3 | -0.7 | 2.8 | 8.4
